# KB-3-1 tox: KB-3-1 parental cell cytotoxicity | 400,000 tested, 1.4% active | Potency, µM (series often up to 46.1 µM), without a hit: at the highest dose activity change, negative = cytotoxic, actives largely listed as cytotoxic | KB-3-1 viability, CellTiter-Glo ATP luminescence, 72 h; note: potency is the fitted concentration of half-maximal effect; % is set by controls: 0 for no effect and ±100 for the full control effect; nearly all actives have a fitted effect of over 60% in size
#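 Screening of KB-3-1 cells (DMEM, 10% FBS, phenol-red free) ran from lowest to highest compound concentration; after 72 h at 37 °C viability was read luminescently and curves fitted.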
# IL1B secr inh: inflammasome signaling inhibition, IL-1 beta readout | 360,000 tested, 4.7% active | activity change, % at 57.5 µM | THP-1 LPS/ATP IL-1B secretion, AlphaLISA, 16 h; active compounds read low; in the data active = activity change below about -50%; inconclusive = mostly about -30% to -49%; note: % is set by controls: 0 for no effect and ±100 for the full control effect
#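 Secreted IL-1B measured by AlphaLISA bead assay after 16 h compound exposure of THP-1 cells; compounds (final up to 57.5 uM) added 1 h before LPS (250 ng/mL) and ATP (1.25 mM) stimulation; lower signal means less secretion.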
# HT1080NT lethal: kills 2HG-producing HT-1080-NT fibrosarcoma cells. HT-1080-NT fibrosarcoma viability, CellTiter-Glo ATP luminescence, 48 h. Potency, µM (titrated, usually from 46.1 µM), inactives show at the top dose activity, negative = less viability, most hits filed as cytotoxic. 360,000 tested, 1.6% active;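 note: NT is the 2HG producing partner of a matched IDH1 knockdown line; potency is the fitted concentration of half-maximal effect; 0% = DMSO-treated cells and -100% = media-only wells without cells; nearly all actives have a fitted effect of over 55% in size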
#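 Toxicity toward the 2HG-producing NT line was scored as %Activity, normalised to DMSO and no-cell wells, from CellTiter-Glo luminescence after 48 hours' treatment.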
# GLP-1R agonist: activates the human GLP-1 receptor. P43220. HEK293 GLP-1R CRE-luciferase, luminescence, 4-6 h; cells express a hypersensitive GLP-1R form. Potency, µM (titrated, usually from 45.6 µM), for the others: at the highest dose activation, most hits filed as activators. 380,000 tested, 0.007% active. AID 624172; note: potency is the fitted concentration of half-maximal effect; % of control where 0% means no effect
# Target sequence (P43220 whole entry, looked up): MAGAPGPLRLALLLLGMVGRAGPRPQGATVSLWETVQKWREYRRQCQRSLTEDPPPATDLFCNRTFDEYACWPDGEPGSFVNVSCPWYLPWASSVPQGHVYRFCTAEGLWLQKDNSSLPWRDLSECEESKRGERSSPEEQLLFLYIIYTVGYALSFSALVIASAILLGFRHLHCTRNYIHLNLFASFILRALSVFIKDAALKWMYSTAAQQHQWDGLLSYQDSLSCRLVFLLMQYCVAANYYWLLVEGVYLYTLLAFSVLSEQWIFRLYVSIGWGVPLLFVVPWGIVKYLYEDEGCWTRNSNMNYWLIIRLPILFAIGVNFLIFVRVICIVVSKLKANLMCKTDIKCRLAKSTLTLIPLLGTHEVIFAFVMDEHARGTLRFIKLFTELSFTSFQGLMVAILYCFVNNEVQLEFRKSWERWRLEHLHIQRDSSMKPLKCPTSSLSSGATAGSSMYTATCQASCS
# DRD3 agonist: activates the human D3 dopamine receptor; D3R DiscoveRx beta-arrestin cells, luminescence, 90 min; max activation, %; 410,000 tested, 0.58% active; AID 652048; in the data active = max activation above about 30%; note: 0% is about no effect; mostly tested at two doses, the higher about 12 µM
# Target sequence (P35462 whole entry, looked up): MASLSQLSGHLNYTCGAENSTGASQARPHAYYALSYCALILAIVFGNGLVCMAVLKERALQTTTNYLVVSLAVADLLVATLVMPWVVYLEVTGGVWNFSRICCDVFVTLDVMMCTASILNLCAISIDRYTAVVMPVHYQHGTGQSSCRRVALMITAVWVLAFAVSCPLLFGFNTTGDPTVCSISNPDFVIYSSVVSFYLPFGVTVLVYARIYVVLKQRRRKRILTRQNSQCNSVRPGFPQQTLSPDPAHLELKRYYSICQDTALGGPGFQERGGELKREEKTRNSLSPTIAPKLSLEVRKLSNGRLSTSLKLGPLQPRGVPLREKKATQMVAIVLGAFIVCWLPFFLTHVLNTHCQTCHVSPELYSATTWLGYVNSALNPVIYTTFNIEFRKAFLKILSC
#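 Cells at 1500/well, incubated overnight, then treated with pinned compounds (dopamine as control) for 90 min at 37 degrees C. DiscoveRx reagent added for 30 - 60 minutes at room temperature; luminescence read.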
# SW480 rerep: DNA re-replication induction in SW480 cells | SW480 DNA re-replication, Hoechst DNA content imaging, 48 h | Potency, µM (top dose mostly 46.1 µM), inactives show top-dose re-replication activation, usual class: activators | 340,000 tested, 1.8% active; note: potency is the fitted concentration of half-maximal effect; % of control where 0% means no effect; nearly all actives have a fitted effect of over 55% in size
#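 SW480 cells exposed to compounds for 48 hr at 37 C, 5% CO2, then Hoechst-stained 40 min. Nuclear DNA content imaged by fluorescence scanning (405 nm excitation, 500-530 nm emission); re-replication scored as increased high-intensity nuclei.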
# HT1080 IDH1KD tx: HT-1080 IDH1 knockdown cell toxicity (counter line); Potency, µM (top dose mostly 46.1 µM), for the others: top-dose activity, negative = toxicity, usual class: cytotoxic; 360,000 tested, 2% active; AID 686971; HT-1080 IDH1 knockdown viability, ATP luminescence, 48 h;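 note: potency is the fitted concentration of half-maximal effect; 0% = DMSO wells and -100% = cell-free medium wells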
#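 After a 2 h attachment period, IDH1KD HT-1080 cells took pin-transferred compound for 48 h at 37 °C; ATP-based luminescence after 10 min room-temperature reagent incubation reported viability.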
# DRD3 antagonist: blocks the human D3 dopamine receptor. D3R cells, DiscoveRx beta-arrestin luminescence, antagonist mode; active compounds read low. max response, negative = inhibition, %. AID 652054. 360,000 tested, 2.5% active. P35462; in the data active = max response below about -50%; inconclusive = no clear call, values can overlap the other calls; note: % is set by controls: 0 for no effect and ±100 for the full control effect; mostly tested at two doses, the higher about 12 µM
#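 Cells plated overnight at 1500 cells/well, then exposed to library compounds with dopamine controls for 90 minutes at 37 degrees C. DiscoveRx reagent added for 30–60 minutes at room temperature; luminescence read, quantitative HTS format.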
# KB-V1 cytotox: kills drug-selected multidrug resistant KB-V1 cells; Potency, µM (highest dose often 46.1 µM), for inactives: top-dose activity change, negative = cytotoxicity, hits mostly cytotoxic; KB-V1 MDR cells viability, CellTiter-Glo, 72 h; 400,000 tested, 3.4% active; note: potency is the fitted concentration of half-maximal effect; % is set by controls: 0 for no effect and ±100 for the full control effect; nearly all actives have a fitted effect of over 60% in size
#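 KB-V1 MDR subline cells in DMEM (phenol-red free, 10% FBS) exposed to compounds in qHTS concentration series for 72 h at 37 degrees C. Viability read by CellTiter-Glo luminescence; concentration-effect curves fitted after normalization and correction.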
# * = called active by the depositor; ? = inconclusive; · = not tested or not shown; [ ] = remark or other dose. Unless noted, calls come from the whole dose curve; as a rule, active = well fitted curve in the direction sought with a large enough effect; inconclusive = small, poorly fitted or top-dose-only effect, or another doubt; inactive = no such curve, though single readings can be large; an effect the other way counts as inactive or inconclusive.
# Screens in order – SW480 rerep | KB-V1 cytotox | HT1080NT lethal | DRD3 agonist | GLP-1R agonist | HT1080 IDH1KD tx | IL1B secr inh | KB-3-1 tox | DRD3 antagonist
- CC(=O)N1CC(C)Sc2ccc(S(=O)(=O)NCCc3cccc(C)c3)cc21 (stereo not given)
    -3% | -21% | -17% | 3 | 13% | -10% | 3 | -23% | 5
- COc1ccc(Cl)cc1N1C(=O)C2CCCN2C1c1ccc(F)c(F)c1 (stereo not given)
    -8% | 6% | 7% | -1 | -1% | 9% | 33 | 24% | 16
- COc1ccc(CCN(C)C(=O)CN2C(=O)c3ccccc3S2(=O)=O)cc1OC
    -2% | 13% | -5% | 2 | 2% | 0% | 3 | 9% | -2
- COCCN1Cc2cccc(C(=O)Nc3ccc(-c4nc5ccccc5[nH]4)cc3)c2C1=O
    0% | -18% | 10% | 9 | 12% | -1% | -17 | 14% | 7
- COc1ccccc1CCNC(=O)C(=O)NCC1OCCN1S(=O)(=O)c1ccc(Br)cc1 (stereo not given)
    7% | 5% | 6% | 4 | -11% | 7% | 8 | 18% | 8
- CC(=O)NCCNc1nc2cc(-c3cnn(CCC(C)C)c3)sc2c(=O)n1C
    · | 4% | 0% | 5 | 1% | -14% | 89 | 0% | 12
- O=C(/C=C/c1ccc2ccccc2n1)N1CCN(c2ccccc2)CC1
    -16% | ? | -21% | -9 | 10% | -1% | -14 | -7% | 1
- CC(=O)c1c(C)[nH]c(C(=O)Nc2cc(S(=O)(=O)N3CCCCC3)ccc2C)c1C
    -7% | -19% | -4%[9.24 µM] | -10 | 16% | -2% | -12 | ? | 0
- O=C1CSC(=NC(=O)c2ccccc2)N1
    7% | 1% | 10% | -9 | -4% | 23% | 31 | 10% | -24
- CC(=O)NC(CC(=O)O)C(=O)O (stereo not given)
    2% | -1% | ? | 5 | -6% | 22% | -23 | 0% | 20
- COc1ccc(NC(=O)N(Cc2cc3cc(OC)ccc3[nH]c2=O)CC2CCCO2)cc1 (stereo not given)
    1% | -28% | -8% | 1 | -3% | 0% | -26 | -1% | 13
- CCN1C(=O)/C(=C2\SC(N3CCOCC3)=NC2=O)c2ccccc21
    -6% | ? | 14% | 3 | -4% | 11% | 6 | -1% | 43
- O=C(CNC(=O)c1ccc(S(=O)(=O)N2CCCC2)cc1)N/N=C/c1ccco1
    -7% | -11% | 11% | 0 | -5% | -4% | 4 | 2% | 1
- Nc1nnc(SCC(=O)Nc2cc(F)ccc2F)s1
    -1% | 23% | 5% | 1 | 12% | 8% | 10 | 17% | ?
- CCOc1cc(/C=C/C(=O)c2ccc(C)cc2)ccc1OCC(=O)N(C)C
    ? | 15µM* | -25% | -39 | -23% | ? | -105* | ? | -13
- OC(c1cc(-c2ccc(Cl)cc2)nc2ccccc12)C1CCCCN1 (stereo not given)
    ? | 11% | ? | 2 | 4% | -8% | -78* | 1% | -13
- O=C(CC1CCCC1)Nc1cc(S(=O)(=O)N2CCOCC2)ccc1O
    11% | 7% | 4% | -2 | -8% | 3% | 21 | -3% | 15
- N#CCC(=O)N1CCN(C=O)CC1
    -6% | 0% | 3% | -7 | -5% | 3% | 15 | 0% | -15
- Cc1ccc(NC(=O)CN(C)S(=O)(=O)c2cnc[nH]2)cc1C
    -3% | 1% | 8% | 1 | 4% | 13% | 16 | 0% | 5
- N#Cc1cnn2c(-c3cccc(C(F)(F)F)c3)ccnc12
    25% | -26% | 1% | 3 | -8% | 0% | 24 | 6% | 8
- Nc1ncc(Br)cc1S(=O)(=O)NCCC(=O)NCCc1ccc(Cl)cc1
    21% | 10% | -13% | 2 | 9% | -21% | 16 | 6% | -10
- COc1ccc(-c2cnc3c(NC=O)cc(-c4cccc(NS(C)(=O)=O)c4)cn23)cc1OC
    · | 3% | 2.3µM* | -10 | -1% | 4.6µM* | -24 | ? | 65
- COc1cc2c(cc1/C=C1/NC(=O)N(CC(=O)Nc3ccccc3)C1=O)OCO2
    29% | -3% | -5% | 2 | 1% | -5% | -9 | 0% | 7
- CC(C)N(C(=O)COC(=O)c1ccccc1C(=O)c1ccc(Cl)c([N+](=O)[O-])c1)C(C)C
    ? | -17% | 18µM* | -2 | -4% | 21µM* | -102* | -4% | -26
- COCc1ccc(C(=O)N2CCc3c([nH]c4ccccc34)C2c2ccccn2)s1 (stereo not given)
    ? | 18µM* | ? | -8 | 15% | ? | -55* | -4% | -15
- C[C@H](NC(=O)OC(C)(C)C)c1nnc(SCC(N)=O)o1
    -3% | 9% | 10% | 24 | -14% | 0% | -5 | 0% | 21
- CCC(C(=O)Nc1c(C)cccc1C)n1c(-c2cnc(C)cn2)nc2ccccc21 (stereo not given)
    · | ? | 2% | 6 | · | -18% | 39 | 8% | 30
- CCOC(=O)C(C)Sc1nnc(-c2ccccc2O)n1-c1ccc(C)cc1 (stereo not given)
    -7% | -27% | -2% | -7 | 1% | 0% | 10 | -6% | -5
- O=C(CSc1ncn[nH]1)Nc1c(F)cc(F)cc1Br
    -8% | 1% | 14% | -1 | -1% | 5% | 4 | 1% | -14
- CCOCC(=O)Nc1ccc(S(=O)(=O)Nc2ncccn2)cc1
    -3% | 10% | 8% | 2 | -9% | 9% | 0 | 4% | 12
- COc1ccc(C(=O)OCC(=O)c2c[nH]c3ccccc23)cc1OC
    -7% | -5% | -6% | 5 | 18% | -16% | 38 | 1% | 3
- O=[N+]([O-])c1ccc(-c2cc(-c3ccncc3)nc3ccc4ccccc4c23)cc1
    1% | -13% | 0% | -2 | 0% | ? | 11 | -4% | -28
- CCc1ccccc1NC(=O)/C(C#N)=C/c1ccc(Sc2ccccc2)o1
    ? | 1% | -1% | -5 | 16% | 2% | ? | -6% | -6
- CSc1nc(SCC(=O)NCc2ccco2)c2c3c(sc2n1)COC(C)(C)C3
    ? | 3.7µM* | 7.9µM* | -7 | 3% | 7.1µM* | 86 | -15% | -10
- CC1(NC(=O)Cc2ccc(Cl)c(Cl)c2)CCS(=O)(=O)C1 (stereo not given)
    -9% | 9% | -1% | 0 | 0% | -1% | -5 | 2% | 6
- O=C(CN1CCN(C(=O)c2ccccc2)CC1)Nc1cc(S(=O)(=O)N2CCCC2)ccc1Cl
    -19% | -11% | -9%[9.24 µM] | -15 | -3% | -2% | 7 | -6% | -10
- O=Cc1c(Nc2ccccc2Cl)nc2ccccn2c1=O
    -2% | ? | 17% | 11 | 21% | 8% | 18 | -2% | 0
- CCOC(=O)c1c(C)[nH]c(C(=O)C(C)Cl)c1C (stereo not given)
    2% | -8% | 0% | -4 | 22% | -17% | -101* | ? | -8
- O=C(Cn1cnc2c(cnn2-c2ccccc2Cl)c1=O)N1CCc2ccccc21
    -1% | -10% | 10% | -1 | -9% | ? | 13 | -2% | 16
- COc1ccc(-n2nc(C(=O)NCC(=O)NCc3ccccc3OC)c3ccccc3c2=O)c(OC)c1
    5% | ? | 5% | -3 | 9% | 5% | 27 | ? | -2
- Cc1ccc(S(=O)(=O)N2CCC(C(=O)Nc3cc(C(F)(F)F)ccc3N3CCOCC3)CC2)cc1C
    -93%[inhibitor] | 8% | -2% | -6 | 6% | -14% | 23 | -4% | 2
- O=C(O)c1cccc(Sc2ccc(Br)cc2C(=O)O)c1
    -6% | 10% | -5% | -5 | -2% | 2% | 24 | ? | 2
- CCC(C(=O)OCC(=O)N(CCOC)c1c(N)n(Cc2ccccc2)c(=O)[nH]c1=O)c1ccccc1 (stereo not given)
    -2% | · | -8% | -13 | 6% | 0% | 3 | · | -2
- CCN(CC(=O)Nc1ccc(NC(C)=O)cc1)C(=O)c1cc(S(=O)(=O)N2CCCCCC2)ccc1OC
    ? | ? | -4% | -12 | 6% | 0% | -12 | 0% | -9
- O=S(=O)(Nc1ccc2c(c1)OCO2)c1ccc(Br)s1
    ? | -29% | -5% | -4 | 0% | -6% | 6 | 0% | 6
- Cc1cccc(NC(=O)c2cccc(S(=O)(=O)N(C)C3CCCCC3)c2)n1
    · | -19% | 2% | 0 | 17% | 3% | -26 | -1% | 10
- Cc1csc(NC(=O)/C=C/c2ccco2)n1
    ? | ? | -17% | -9 | 11% | ? | 21 | ? | -9
- CS(=O)(=O)N(CC(=O)Nc1cc(Cl)ccc1Cl)c1ccccc1Cl
    26% | -5% | -11% | -4 | 2% | -22% | ? | -18% | 2
- CCOC(=O)c1ccc2ncc(C(=O)OCC)c(Nc3ccc(N4CCOCC4)cc3)c2c1
    ? | -26% | ? | 6 | 12% | ? | -7 | -27% | 74
- CC(C)CN(CC(C)C)S(=O)(=O)N1CCC(C(=O)NCCN2CCOCC2)CC1
    -6% | ? | 7% | 0 | -3% | -2% | 21 | -4% | 6
- COc1ccc(NC(=O)Cn2c([N+](=O)[O-])cnc2C)c(OC)c1
    · | 20% | 1% | 0 | -3% | 1% | -4 | 1% | -8
- COc1cccc2c1OCC/C2=N\NC(=O)COc1ccc(C)cc1
    -700%[inhibitor] | 2% | -14% | -8 | -1% | -24% | -7 | 13% | -20
- COc1ccc(/C=N/NC(=O)c2cccc(NC(C)=O)c2)c(OC)c1
    1% | 17% | -1% | -9 | 9% | 20% | 20 | -7% | -13
- O=C(NCc1ccccc1)c1ccc(NC(=O)C2CCCO2)cc1 (stereo not given)
    -3% | 4% | 15% | 1 | -6% | 13% | -17 | 20% | 0
- O=C1ON=C(c2ccccc2)/C1=C\c1ccco1
    0% | 0% | 10% | 1 | 0% | 12% | 5 | 11% | 0
- CNC(=O)[C@H]1O[C@@H](n2cnc3c(NCc4cccc(I)c4)ncnc32)[C@H](O)[C@@H]1O
    -61%[inhibitor] | 6% | -6% | 14 | ? | -22% | -29 | 0% | 11
- COc1cccc(C(=O)Nc2ccc(NC(=O)c3ccco3)nc2)c1
    2% | -13% | 29% | 1 | 9% | 24% | 2 | -3% | 0

# A few values from the list:
# O=[N+]([O-])c1ccc(-c2cc(-c3ccncc3)nc3ccc4ccccc4c23)cc1 in SW480 rerep shows 1%
# O=C(CNC(=O)c1ccc(S(=O)(=O)N2CCCC2)cc1)N/N=C/c1ccco1 in KB-V1 cytotox shows -11%
# CC1(NC(=O)Cc2ccc(Cl)c(Cl)c2)CCS(=O)(=O)C1 (stereo not given) in HT1080 IDH1KD tx shows -1%
